Source: PubChem BioAssay
PI5P4K alpha inh = inhibitors of human PI5P4K alpha | P48426 | PI5P4Kalpha enzyme, ADP-Glo luminescence, 60 min; active compounds read low | max response, % | 1.2% of 330,000 active | AID 652105; active means max response of -50% or lower; inconclusive means between -30% and -50%; inactive means -30% or higher; further: value at the top dose of about 77 µM; on the % scale 0 is the no-effect control and ±100 the full control effect
Target sequence (P48426 whole entry, looked up): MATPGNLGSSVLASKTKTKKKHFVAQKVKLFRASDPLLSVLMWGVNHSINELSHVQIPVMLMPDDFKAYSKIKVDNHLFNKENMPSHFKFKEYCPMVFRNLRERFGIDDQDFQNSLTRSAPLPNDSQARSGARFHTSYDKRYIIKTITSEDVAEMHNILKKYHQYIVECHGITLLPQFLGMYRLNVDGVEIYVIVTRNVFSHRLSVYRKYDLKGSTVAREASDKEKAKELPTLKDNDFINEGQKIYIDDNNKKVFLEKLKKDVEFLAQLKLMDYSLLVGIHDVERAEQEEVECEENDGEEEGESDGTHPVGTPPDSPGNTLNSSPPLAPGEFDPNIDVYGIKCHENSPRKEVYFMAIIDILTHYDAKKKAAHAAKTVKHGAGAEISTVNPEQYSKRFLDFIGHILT
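Human PI5P4Kalpha with substrate in 0.038 M HEPES pH 7.4, 0.28 mM EGTA, 0.1% CHAPS, 5% DMSO; reaction started with 5 microM ATP (final), 60 min at room temperature. ADP formed read by ADP-Glo luminescence.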
PLK1 PBD inh = blocks phosphopeptide binding to human PLK1 polo-box domain | P53350 | Plk1 PBD binding of FITC phosphopeptide, fluorescence polarization | Potency, µM, inactives show max response, negative = inhibition, most hits filed as inhibitors | 2.8% of 360,000 active; further: potency means the concentration at half of the fitted maximal effect; series mostly up to about 57 µM; on the % scale 0 is the no-effect control and ±100 the full control effect; nearly all actives have a fitted effect of over 65% in size
GLP-1R agonist = activates the human GLP-1 receptor | HEK293 GLP-1R CRE-luciferase, luminescence, 4-6 h; cells express a hypersensitive GLP-1R form | Potency, µM (highest dose often 45.6 µM), for the others: at the highest dose activation, most hits filed as activators | 0.007% of 380,000 active; further: potency means the concentration at half of the fitted maximal effect; % of control where 0% means no effect
IL2 activator = IL-2 activation | activation, % (series mostly up to about 46 µM) | AID 652025 | 0.065% of 360,000 active | IL-2 activation reporter assay, cell-based qHTS; stimulated with anti-CD3/CD4/CD28 beads; in transgenic mouse T cells; in the data active means activation above about 50%; inconclusive means mostly about 30% to 49%; further: 0% is about no effect
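Readout is EGFP and DsRed signal by fluorescent plate cytometry after 18 h at 37 degrees C. Transgenic mouse T cells (750/well) received compound for 60 min before bead stimulation (anti-CD3, anti-CD4, anti-CD28); memory T cells served as non-tolerant control.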
D3 ag = D3 dopamine receptor (human) agonism | P35462 | D3R DiscoveRx beta-arrestin cells, luminescence, 90 min | max activation, % | 0.58% of 410,000 active | AID 652048; in the data active means max activation above about 30%; further: 0% is about no effect; mostly tested at two doses, the higher about 12 µM
Target sequence (P35462 whole entry, looked up): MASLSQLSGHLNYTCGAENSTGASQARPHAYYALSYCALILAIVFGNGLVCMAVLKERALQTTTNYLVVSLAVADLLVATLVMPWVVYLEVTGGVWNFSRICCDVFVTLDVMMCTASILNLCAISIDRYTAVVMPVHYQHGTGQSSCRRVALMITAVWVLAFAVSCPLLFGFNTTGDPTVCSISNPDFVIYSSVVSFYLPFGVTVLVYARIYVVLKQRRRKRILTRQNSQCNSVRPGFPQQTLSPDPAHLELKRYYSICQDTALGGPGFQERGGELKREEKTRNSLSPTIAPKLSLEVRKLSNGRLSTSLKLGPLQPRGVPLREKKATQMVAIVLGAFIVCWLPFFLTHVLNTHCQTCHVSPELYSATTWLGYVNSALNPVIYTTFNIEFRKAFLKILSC
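Agonist-mode cell screen: cells plated at 1500/well and incubated overnight at 37 °C, then exposed to library compounds for 90 min at 37 °C. Detection reagent was added for 30–60 min at room temperature, and luminescence was read.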
GLP1R inv ag = inverse agonists of human GLP-1 receptor; P43220; HEK293 GLP-1R CRE-luciferase, luminescence, 24 h; GLP-1R form is constitutively active; Potency, µM (titrated, usually from 38.3 µM), for inactives: top-dose activity change, negative = inhibition, most hits filed as inhibitors; 1.6% of 410,000 active; AID 624417; further: potency means the concentration at half of the fitted maximal effect; on the % scale 0 is the no-effect control and ±100 the full control effect; nearly all actives have a fitted effect of over 55% in size
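GLP-1R inverse agonism mode: basal reporter luminescence in engineered HEK293 cells measured after one day of compound exposure at 37 deg C, with a 12 min room-temperature detection step.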
DRD3 antagonist = blocks the human D3 dopamine receptor | D3R cells, DiscoveRx beta-arrestin luminescence, antagonist mode; active compounds read low | P35462 | max response, negative = inhibition, % | 2.5% of 360,000 active; in the data active means max response below about -50%; inconclusive means no clear call, values can overlap the other calls; further: on the % scale 0 is the no-effect control and ±100 the full control effect; mostly tested at two doses, the higher about 12 µM
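Cells plated overnight at 1500 cells/well, then exposed to library compounds with dopamine controls for 90 minutes at 37 degrees C. DiscoveRx reagent added for 30–60 minutes at room temperature; luminescence read, quantitative HTS format.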
WRN inhibitor = blocks human WRN helicase; Q14191; WRN helicase unwinding, fluorescent forked duplex, kinetic; Potency, µM (doses to about 114 µM), without a hit: at the top dose activity change, negative = inhibition, hits mostly inhibitors; 0.46% of 360,000 active; further: potency means the concentration at half of the fitted maximal effect; on the % scale 0 is the no-effect control and ±100 the full control effect; nearly all actives have a fitted effect of over 55% in size
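WRN at 20 nM final was preincubated with compound for 15 min at room temperature; reaction started with 100 nM forked duplex oligonucleotide carrying fluorophore and quencher plus 2 mM ATP (final). Unwinding followed kinetically by red fluorescence (ex 525/em 598 nm).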
HEK293 tox = cytotoxic in the GLP-1 receptor inverse agonist counter-screen. HEK293 cAMP-luciferase reporter cells, luminescence, 24 h. Potency, µM (titrated, usually from 38.3 µM), inactives show at the top dose activity change, negative = inhibition, hits mostly inhibitors. 0.13% of 410,000 active. AID 624418;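 further: loss of luciferase light is scored as toxicity; potency means the concentration at half of the fitted maximal effect; on the % scale 0 is the no-effect control and ±100 the full control effect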
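MLSMR compounds, 24 hr on cells at 37 deg C/5% CO2; luminescence after luciferase reagent (12 min RT). Inhibition counted as the undesired cytotoxic outcome.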
* hit, by the source's call; ? = inconclusive; · = not tested or not shown; [ ] = another dose, or the depositor's remark. Unless noted, the call rests on the fitted dose curve; in most records, active means well fitted curve in the direction sought with a large enough effect; inconclusive means small, poorly fitted or top-dose-only effect, or another doubt; inactive means no such curve, though single readings can be large; an effect the other way counts as inactive or inconclusive.

SMILES	PI5P4K alpha inh	PLK1 PBD inh	GLP-1R agonist	IL2 activator	D3 ag	GLP1R inv ag	DRD3 antagonist	WRN inhibitor	HEK293 tox
CN(C)CCCNS(=O)(=O)c1cc(Cl)c(Cl)cc1Cl	-6	-10%	-3%	1.9	-12	?	-20	2%	2%
CC(NC(=O)c1cccc(F)c1)C1CC2CCC1C2 (stereo unspecified)	5	-11%	6%	-0.6	-3	?	-7	-1%	-7%
CCOC(=O)C1=C(C)N(c2ccccc2)C(=O)C1	·	-8%	-4%	-1.0	-12	7%	-18	5%	1%
CCCCN(C)CCOc1ccccc1OCC	-4	-2%	-12%	-0.9	-19	0%	-98*	-10%	7%
OCCOCCOc1cccc2[nH]ccc12	0	-6%	-4%	-2.9	-1	21%	-1	5%	-5%
Cc1nc(NNC(=O)c2ccc(Cl)cc2Cl)cc(-c2ccccc2)n1	-8	-6%	-23%	0.0	-7	?	24	4%	?
O=C(CNC(=O)c1ccccc1)N/N=C/C=C/c1ccccc1	-22	4%	3%	-1.8	-7	5%	-19	16%	1%
COC(=O)Cc1c(O)ccn(CCc2ccc(S(N)(=O)=O)cc2)c1=O	5	-11%	-3%	1.4	2	6%	-7	-3%	4%
CCc1ccc(OCC(=O)NNC(=O)c2ccc(-n3cncn3)c([N+](=O)[O-])c2)cc1	-11	-10%	-2%	-2.7	-17	5%	-9	4%	-2%
Cc1cccc(NC(=O)CSc2cn[nH]n2)c1	2	-4%	8%	-0.3	2	10%	16	18%	-7%
COC(=O)c1ccc(N(CC(=O)NCC2CCCO2)C(=O)CCC(=O)Nc2cc(C)on2)cc1 (stereo unspecified)	-8	0%	1%	0.9	2	11%	11	11%	5%
CN(CCNC(=O)C1CC(=O)N(C2CCCC2)C1)Cc1ccccc1 (stereo unspecified)	2	-4%	-3%	0.3	-3	5%	32	3%	6%
COc1ccc2cc3cc(C(=O)NCCN4CCN(c5ccccc5F)CC4)oc3nc2c1	4	-2%	-5%	2.6	10	?	-9	-3%	-7%
Clc1nc(CN2CCOCC2)nc2sc3c(c12)CCC3	3	-3%	17%	0.8	0	0%	-9	-2%	-13%
Cc1ccc(-n2nc3c(=O)n(C(C)C(=O)NCCCc4ccccc4)nc(C)c3c2C)cc1 (stereo unspecified)	0	-5%	0%	-4.6	1	5µM*	-11	0%	-15%
Cc1cn(CC(=O)NCc2ccccc2)c(=O)[nH]c1=O	1	-3%	2%	0.9	3	6%	-2	-6%	1%
N/C(COc1ncn(-c2ccccc2)n1)=N\S(=O)(=O)c1ccccc1	1	-10%	14%	0.5	-2	0%	5	-11%	19%
Cc1nccn1CC(O)COc1ccccc1 (stereo unspecified)	-1	0%	-15%	0.1	7	-24%	25	-4%	-5%
O=S(=O)(CCSc1nc2ccccc2o1)Cc1ccccc1	·	-1%	-2%	-3.2	4	0%	9	4%	-3%
Cc1ccc(S(=O)(=O)NC(=O)COc2ccc(Cl)cc2Cl)cc1	1	-12%	2%	-2.3	4	?	0	-5%	-4%
COc1ccc(S(=O)(=O)N2CCN(C(=O)c3ccco3)CC2)cc1OC	·	-3%	28%	0.6	4	23%	-12	-4%	3%
NC(=NC(=O)c1ccc(OCC(F)(F)F)nc1)c1ccc(Cl)cc1	28	2%	18%	-1.7	13	?	9	-10%	-11%
CC(C)N(C(=O)[C@H]1C[C@H](CC(=O)NCc2ccco2)C(=O)N2CCc3c([nH]c4cc(CCC(=O)N(C)C)ccc34)[C@]12C)C(C)C	4	-16%	13%	-0.6	8	8%	15	1%	-3%
Cc1cc(CNC(=O)c2cccc([N+](=O)[O-])c2)c2ccccc2n1	2	-7%	-4%	-1.6	-16	-27%	-25	4%[57.1 µM]	-2%
Cc1ccc(C(c2nnnn2C(C)(C)C)N2CCN(C3CCCC3)CC2)cc1 (stereo unspecified)	1	-5%	1%	-0.3	-16	7%	-92*	-18%	-12%
SMILES	PI5P4K alpha inh	PLK1 PBD inh	GLP-1R agonist	IL2 activator	D3 ag	GLP1R inv ag	DRD3 antagonist	WRN inhibitor	HEK293 tox
CCN(C[C@H]1N[C@@](CC)(C(=O)OC)[C@H]2C(=O)N(C)C(=O)[C@@H]12)C(=O)Nc1ccc(OC)cc1	6	-16%	13%	-0.6	-25	3%	-9	-7%	-11%
O=C(COC(=O)CNC(=O)c1ccco1)Nc1ncc(Cl)cc1Cl	4	-12%	-5%	-0.5	-1	-13%	24	-14%	-12%
O=C1CCCCc2sc(Br)c([N+](=O)[O-])c2N1	-1	-14%	0%	-4.7	-11	40%[activator]	-30	-2%[11.6 µM]	4%
Cc1cc(C)c(C(=O)CSc2nnc(N)s2)cc1C	-29	9.5µM*	10%	0.7	2	4%	2	6%	-4%
CC(OC(=O)c1cccc(S(=O)(=O)N2CCOCC2)c1)C(=O)NCC1CCCCC1 (stereo unspecified)	-9	1%	0%	-1.7	-8	-11%	-13	25%	5%
Cc1cc2cc3c(=O)[nH]c(=O)nc-3n(CC(O)C(O)C(O)CO)c2cc1C (stereo unspecified)	-1	-4%	-4%	0.0	3	-16%	-8	7%	·
COCCn1c(-c2ccccc2)c(C)n2c3c(=O)n(C)c(=O)n(C)c3nc12	·	·	8%	·	4	6%	·	·	1%
CC(C)CN(C(=O)CN1CCN(c2cccc(Cl)c2)CC1)c1c(N)n(CC(C)C)c(=O)[nH]c1=O	5	0%	4%	0.3	3	51%[activator]	-5	-11%	1%
CCOC(=O)CNNC(=O)Nc1ccc(Cl)c(Cl)c1	1	-5%	-14%	-2.6	1	4%	-3	8%	2%
Cc1c(Cl)cccc1NC(=O)CCS(=O)(=O)c1cccc2nonc12	-5	-8%	2%	0.9	-7	-7%	-27	5%	-1%
CCCn1c(SCCN2CCOCC2)nc2c1c(=O)n(C)c(=O)n2C	-2	-3%	13%	1.4	-3	46%[activator]	18	4%	-2%
COC(=O)c1cc(=O)nc2sc3ccccc3n12	1	-10%	-1%	0.5	0	17%	-51*	-9%	10%
COc1ccccc1-c1ccc2c(c1)C(C)(Cc1ccc(F)c(Cl)c1)C(=O)N2 (stereo unspecified)	25	4%	-2%	-0.2	22	?	15	-13%	?
CCOc1ccc(NCc2nnc(SCc3ccc(Cl)cc3)n2-c2ccccc2)cc1	3	-17%	-7%	1.1	-7	10µM*	-11	-9%	-10%
COc1ccc(-c2ccc3c(c2)C2CC3CCN2C(=O)C(C)(C)C)cc1 (stereo unspecified)	0	-7%	-10%	0.0	-11	-13%	-12	-9%	17%
CC(C)c1cc(C(F)(F)F)n2nc(C(=O)Nc3ccc(-n4cnnn4)cc3)cc2n1	-1	3%	-2%	-2.5	1	8%	20	2%	0%
Cc1ccc(CNc2nc3cc(-c4ccccc4C)sc3c(=O)n2C)c(C)c1	25	-11%	-3%	-0.6	5	?	-6	-1%	0%
COc1ccc(S(=O)(=O)N2CCC[C@H]2C(=O)NCc2ccc(Cl)cc2)cc1	1	-3%	4%	0.3	5	-19%	7	-9%	-2%
CN(C)C(CNC(=O)c1cccc(S(=O)(=O)Nc2ccc(SC(F)F)cc2)c1)c1ccccc1 (stereo unspecified)	-3	?	7%	0.9	-20	?	?	-4%	0%
O=C(COc1coc(CN2CCc3ccccc32)cc1=O)N1CCCCC1	5	-5%	3%	1.7	-8	-4%	-17	-8%	0%
Cc1ccc(NC(=O)CC2SC(=O)N(c3ccccc3)C2=O)cc1 (stereo unspecified)	-1	6.7µM*	-5%	-1.0	5	-11%	18	?	2%
Cc1ccc(C)c(-c2cc(C(=O)Nc3cccc(C(=O)O)c3)c3ccccc3n2)c1	-8	?	2%	-0.7	0	54%[activator]	11	2%[57.1 µM]	-5%
O=S(=O)(c1ccc(Br)s1)N1CCN(c2ccccn2)CC1	·	-4%	3%	-1.5	-4	-5%	?	-10%	-14%
Cc1ccc(-c2nnc(NC(=O)c3ccco3)s2)cc1	-6	-29%	5%	0.0	-5	34%[activator]	3	9%	3%
OC[C@@H]1CN(Cc2ccc(F)cc2)C[C@H](n2cnc3c(N4CCCC4)ncnc32)O1	-9	-3%	3%	0.0	-8	29%	0	-4%	-5%

Arranged by length of the SMILES (smallest number first): part of the list above.
SMILES	PI5P4K alpha inh	PLK1 PBD inh	GLP-1R agonist	IL2 activator	D3 ag	GLP1R inv ag	DRD3 antagonist	WRN inhibitor	HEK293 tox
Cc1cc(C)c(C(=O)CSc2nnc(N)s2)cc1C	-29	9.5µM*	10%	0.7	2	4%	2	6%	-4%
Cc1ccc(-c2nnc(NC(=O)c3ccco3)s2)cc1	-6	-29%	5%	0.0	-5	34%[activator]	3	9%	3%
O=C1CCCCc2sc(Br)c([N+](=O)[O-])c2N1	-1	-14%	0%	-4.7	-11	40%[activator]	-30	-2%[11.6 µM]	4%

Going on with the list:
SMILES	PI5P4K alpha inh	PLK1 PBD inh	GLP-1R agonist	IL2 activator	D3 ag	GLP1R inv ag	DRD3 antagonist	WRN inhibitor	HEK293 tox
CCCOc1ccc(S(=O)(=O)n2cc(Br)c(=O)[nH]c2=O)cc1	·	-4%	-5%	0.2	-6	0%	?	-5%	-18%
CCN(CC)/C(=N/O)NC(=O)NS(=O)(=O)c1ccc(C)cc1	10	-10%	3%	-0.5	1	5%	-21	8%	18%
COC(=O)C=CSC(=S)C1CCCC1=N (stereo unspecified)	-17	?	-6%	-2.7	-4	12%	0	2%	5%
COc1ccc(CC(=O)NCC2CCCN(Cc3ccccc3OC)C2)cc1 (stereo unspecified)	-5	-14%	2%	-0.1	-2	-17%	-9	-4%	-1%
Cc1ccccc1C(=O)N(C)c1ccccc1C(=O)NCc1ccccc1	-1	-12%	-1%	-1.5	5	6%	22	-19%	-3%
CCOc1ccc(C(=O)NCCCn2ccnc2)cc1	2	2%	-13%	-2.3	-1	4%	-4	5%	-6%
Cc1ccc(NC(=O)COC(=O)CCc2ccccc2)cc1S(=O)(=O)N1CCOCC1	0	-6%	-1%	0.5	2	-8%	-2	5%	-17%
O=C(NCC1CCCN1S(=O)(=O)c1cccs1)c1c(F)cccc1F (stereo unspecified)	3	2%	8%	-1.1	4	2%	5	-8%	2%
COc1ccccc1Nc1cc(C(=O)NCc2cccs2)c2ccccc2n1	·	·	-8%	·	2	?	·	·	36%[activator]
